Bioassay records (PubChem)
Rpn11 inh: Rpn11 (PSMD14) deubiquitinase inhibitors, primary screen, biochemical, fluorescence polarization, uHTS | 26S proteasome non-ATPase regulatory subunit 14 (Homo sapiens), O00487 | calls only at 20 µM | human 26S proteasome, Ub4-pepOG fluorescence polarization; 20S core pre-blocked with epoxomicin | 360,000 compounds, 0.59% hits;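 active means inhibition at 20 µM, scaled to each plate's controls, above about 33%, limit read from the data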
CSN inh: inhibitors of CSN-mediated cullin deneddylation, primary screen, biochemical, fluorescence polarization, uHTS; 360,000 compounds, 0.38% hits; AID 651999, 2013; inhibition, % at 12.5 µM; Purified CSN, SCF-Nedd8-OG deneddylation;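 active means pattern-corrected inhibition above about 35%, with an unprinted fluorescence ratio check between 0.5 and 1.5, limit read from the data, passing the limit was not always enough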;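 further: 0% = enzyme with substrate and 100% = substrate without enzyme; some results filed as inactive read as strong as hits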
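Assay system: purified human Csn5 enzyme expressed in HEK293T cells; measure: % inhibition; also added: SCFSkp2-Nedd8OG substrate at 10 nM final; technique: fluorescence polarization; times: reaction 90 min, room temperature; medium: Tris buffer pH 7.5, NaCl, DTT, Tween-20, trehalose, ovalbumin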
NadD block: inhibitors of S. aureus NadD, primary screen, biochemical, colorimetric, uHTS; purified NadD enzyme, colorimetric absorbance read-out; inhibition, % at 20 µM; Nicotinate-nucleotide adenylyltransferase NadD (Staphylococcus aureus N315); 360,000 compounds, 0.78% hits; in the data active means inhibition above about 26%; further: some compounds past the cut are filed as inactive
DNMT1 block: human DNMT1 methyltransferase inhibitors, primary screen, biochemical, molecular beacon, fluorescence, HinP1I cleavage, uHTS; inhibition (reported as % activation of signal), % at 10 µM; DNA (cytosine-5)-methyltransferase 1 (Homo sapiens), P26358; 360,000 compounds, 0.83% hits; in the data active means inhibition above about 50%
Rin1-Abl PPI inh: inhibitors of Rin1-Abl protein binding, primary screen, biochemical, TR-FRET; inhibition, % at 7.35 µM; 360,000 compounds, 0.4% hits; in the data active means inhibition above about 5%, passing the limit was not always enough
STEP inh: STEP phosphatase inhibitors, primary screen, biochemical, fluorescence intensity, uHTS. inhibition, % at 20 µM. 360,000 compounds, 0.25% hits. recombinant STEP, OMFP fluorogenic substrate. Tyrosine-protein phosphatase non-receptor type 5 (Homo sapiens), P54829;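 active means inhibition at 20 µM, scaled per plate between control wells, above about 37%, limit read from the data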;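 further: 0% = DMSO with enzyme and substrate and 100% = substrate only without enzyme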
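Measure: Control-normalized % inhibition with plate pattern correction | Test system: STEP phosphatase, cell-free reaction | Medium: pH 6.0 Bis-Tris with DTT and Tween 20 | Technique: Fluorescence, 480/540 nm | Times: Reaction 20 min, ambient temperature | Doses: Single compound dose of 20 µM, 1% DMSO final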
Neddyl block: inhibitors of cullin neddylation, primary screen, biochemical, TR-FRET, uHTS, NAE and Ubc12. NEDD8-conjugating enzyme Ubc12 (Homo sapiens) + NEDD8-activating enzyme E1 regulatory …. calls only at 25 µM. 360,000 compounds, 0.58% hits. AID 651699, 2012; in the data active means inhibition above about 36%
SUMO1-SIM PPI: modulators of SUMO1 protein-protein interactions, primary screen, biochemical, uHTS. 360,000 compounds, 0.33% hits. AID 602429, 2012. SUMO1 binding to a labelled peptide, TR-FRET, 1 h. Small ubiquitin-related modifier 1 (Homo sapiens), P63165. inhibition, % at 20 µM; in the data active means inhibition above about 37%
Scp-1 inhibitor: Scp-1 phosphatase inhibitors, primary screen, biochemical, colorimetric, uHTS. Recombinant Scp1, phosphopeptide, malachite green phosphate absorbance. inhibition, % at 20 µM. 340,000 compounds, 0.88% hits;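 active means inhibition above about 50% at 20 µM, limit read from the data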;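 further: plate controls were DMSO wells with enzyme for no effect and wells lacking enzyme for full effect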
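Test system: SCP-1 phosphatase catalytic domain, residues 76-261 | Compound dosing: One concentration, 20 µM, with 1.0% DMSO | Schedule: 45 min room-temperature reaction, 5 min colour, 30 min stabiliser | Detection: Absorbance at 630 nm | Read-out basis: % inhibition of SCP-1 phosphate liberation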
LMPTP inh: LMPTP phosphatase inhibitors, primary screen, biochemical, fluorescence intensity, uHTS. inhibition, % at 20 µM. AID 651560, 2012. recombinant LMPTP-A, OMFP fluorogenic substrate. Low molecular weight phosphotyrosine protein phosphatase (Homo sapiens), P24666. 360,000 compounds, 0.22% hits;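 active means compounds that cut the enzyme signal by at least half of the control window in the single-dose screen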;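 further: plate controls were DMSO wells with enzyme plus substrate for no effect and substrate without enzyme for full effect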
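Test system: LMPTP-A, protein tyrosine phosphatase of low molecular weight; Input: 0.625 nM enzyme; Incubation: 50 min dark incubation at room temperature; Signal: endpoint fluorescence intensity from OMFP dephosphorylation; Read-out basis: % inhibition versus control wells.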
* marks the source's active call; other numbers are inactive results; i = inactive; . = no result given; & = joins results of further samples.

SMILES	Rpn11 inh	CSN inh	NadD block	DNMT1 block	Rin1-Abl PPI inh	STEP inh	Neddyl block	SUMO1-SIM PPI	Scp-1 inhibitor	LMPTP inh
Cc1cc(C(=O)NC(=S)Nc2ccccc2N2CCOCC2)ccc1[N+](=O)[O-]	i	-6	0	-10	0	3	i	-14	0	2.6
COCCNC(=O)/C(C#N)=C/c1cc(C)n(C2CCCCC2)c1C	i	-1	-3	-2	2	3	i	-12	-9	2.0
CC(C)(C)c1ccc(C(=O)Nc2ccc(C(=O)NCc3cccnc3)cc2)cc1	i	-3	8	3	1	-1	i	-11	2	0.3
C=CCOc1ccc(/C(CC)=N/O)c(OC)c1	i	1	-8	0	-3	-2	i	-4	-7	-0.9
CC(=O)N1CCc2cc([N+](=O)[O-])ccc21	i	0	0	-2	0	-3	i	-4	-3	-0.7
O=C(NCc1ccco1)c1cc(-c2ccccc2)nc2ccccc12	i	-4	-4	0	-1	-3	i	-11	0	0.0
COC(=O)c1ccc(CN2CCN(C3CCCC3)C(CCO)C2)cc1 (centres undefined)	i	-7	-2	1	2	6	i	-1	-6	0.0
Cc1c(NC(=O)OCCNC(=O)COc2ccc(Cl)cc2Cl)sc(=S)n1C	i	3	0	-1	2	-6	i	-4	-2	-1.8
O=C(OCc1ccccc1)N1CCC2CC1c1cc(N3CCOCC3)ccc12 (centres undefined)	i	-5	-1	3	0	0	i	7	4	-0.4
O=[N+]([O-])c1ccc(NN=C2CCCCC2)c([N+](=O)[O-])c1	i	0	-1	0	-1	6	i	-38	-7	-1.3
COC(=O)COc1ccc(S(=O)(=O)N2CCN(c3ccccc3F)CC2)cc1C	i	2	-5	-3	2	2	i	1	0	0.7
Cc1ccc(OCC(O)CNC(=O)c2ccccc2C(=O)O)cc1 (centres undefined)	i	2	-3	4	-1	-5	i	8	-2	0.1
N#Cc1c(NC(=O)/C=C/C(=O)O)sc2c1CCN(Cc1ccccc1)C2	.	42*	14	37	-6	2	.	10	68*	47*
Cc1cccc(OCC(=O)Nc2ccc(N3CCN(C(=O)c4ccccc4)CC3)cc2)c1C	i	-4	0	8	-4	0	i	6	-2	2.5
Cc1ccccc1CC(=O)NCCN1CCCCC1	i	2	1	80*	-1	-2	i	-2	23	-2.0
Cc1ccccc1NC(=O)c1cnn(-c2ccccc2)c1NC(=O)c1ccco1	i	-1	0	13	6	-4	i	-4	-9	0.4
CCN(CC)c1ccc(Nc2cc3n(c(=O)n2)CCc2cc(OC)c(OC)cc2-3)cc1	i	2	3	-5	-3	8	i	19	-6	4.3
COCCNC(=O)CN(CCc1ccccc1)S(=O)(=O)c1ccc(Br)cc1	i	6	8	-5	2	-2	i	2	-2	-1.9
Cc1ccc(Nc2ncnc3sccc23)c(C)c1	i	1	-2	-1	-2	0	i	-2	3	-0.7
Cc1ccc(S(=O)(=O)N2CCCC2CNC(=O)c2ccc(F)c(F)c2)cc1 (centres undefined)	i	6	2	1	-4	0	i	-1	1	2.3
CCN(c1ccccc1C)S(=O)(=O)c1cc2c3c(c1)CCN3C(=O)CC2	i	3	1	5	1	6	i	3	-4	-0.2
COC(=O)C(CC(=O)c1ccc(C)cc1)n1nc(C)cc1C (centres undefined)	i	3	-6	3	-3	4	i	7	-8	-1.6
CCOc1ccc(Cl)cc1-c1cc(C(=O)Nc2ccc(OC)cc2OC)[nH]n1	i	2	10	-11	0	1	i	3	.	2.7
CCc1ccc(OCC(=O)NNC(=O)CNC(=O)c2ccc(Br)o2)cc1	i	5	1	0	1	-1	i	1	-1	-0.8
O=C(Nc1ccc(N2CCOCC2)cc1)C1CC(=O)N(c2ccccc2)C1 (centres undefined)	i	6	-1	0	0	1	i	0	-8	-1.2
The list goes on.
SMILES	Rpn11 inh	CSN inh	NadD block	DNMT1 block	Rin1-Abl PPI inh	STEP inh	Neddyl block	SUMO1-SIM PPI	Scp-1 inhibitor	LMPTP inh
CC(=O)C[C@H]1c2cc(F)ccc2S(=O)(=O)N1c1ccc(N(C)C)cc1	i	2	2	-5	3	-1	i	9	-5	0.9
COc1ccc(CCNC(=O)CN2C(=O)c3cccc4cccc(c34)C2=O)cc1OC	i	-4	4	-1	1	-2	i	-13	-4	0.5
COc1cc2c(cc1OC)CN(Cc1ccccc1)CC2	i	-1	5	0	-4	-1	i	-4	-8	-1.2
COc1cccc(N(C(=O)CS(=O)CC(=O)Nc2ccc(F)cc2)C(C(=O)NC2CCCCC2)c2cccs2)c1 (centres undefined)	i	-7	-4	30	0	2	i	0	-4	-0.5
Cc1nc2ccccc2n1S(=O)(=O)c1ccc(F)cc1	i	-2	-5	1	-1	9	i	-2	-11	-1.0
Cc1ccccc1C=O	i	0	4	-1	-5	1	i	-1	-6	-0.1
CCOC(=O)CSc1nnc([C@@H](NC(=O)OC(C)(C)C)C(C)C)o1	i	-5	-3	-2	0	-1	i	0	-2	1.3
COc1cc(/C=N/NC(=O)C2CCN(CC(O)COCc3ccccc3)CC2)ccc1O (centres undefined)	i	-3	-8	1	-1	-3	i	-1	-6	-1.0
CCOC(=O)N1CCN(C(=O)c2ccc3c(c2)ncn3C2CCCC2)CC1	i	1	5	-6	3	-3	i	-1	-2	-0.5
O=C(N/N=C/c1ccc(F)cc1)c1ccc(-n2cnnn2)cc1	i	6	-3	0	0	-2	i	-2	-1	-1.1
O=C(C1=C[C@H](C2CCCCC2)C[C@H](OCCCCO)O1)N1CCN(Cc2ccc3c(c2)OCO3)CC1	i	3	-1	-3	2	2	i	4	2	-2.1
COC(=O)[C@H](CC(C)C)NC(=O)N1CCCCC1	i	-4	0	3	2	0	i	1	-10	-0.5
CCc1c(C(=O)NCCc2cccc(C)c2)[nH]c(C)c1C(C)=O	i	-1	-5	-8	3	-2	i	-2	-7	-2.8
CC(C)(C)c1ccc(C(=O)CSc2nc3ccccc3c(=O)[nH]2)cc1	i	-1	8	4	-2	1	i	-2	0	1.2
CCOc1ccc(CN(C)C(C)C(=O)NCCc2ccc(F)cc2)cc1 (centres undefined)	i	-1	-6	0	2	0	i	0	-10	-1.8
Cc1ccc2c(c1)c1c(n2CC(O)CNC2CCCCC2)CCCC1 (centres undefined)	i	-3	1	-8	0	-2	i	-13	-12	0.2
COC(=O)[C@@]12C[C@@H](CC(=O)NCc3ccc(C)o3)C(=O)N(Cc3ccc4c(c3)OCO4)C1=CCC(C)(C)C2	.	-2	.	.	.	.	i	6	.	0.8
CCOc1ccc(S(=O)(=O)N2CCN(c3ccccn3)CC2)cc1	i	-1	-8	2	1	1	i	-3	-5	1.0
O=C(Nc1cccc(Cl)c1)OCc1ccccn1	i	4	-3	6	7	-4	i	-3	-1	-1.0
Cc1ccc(C(=O)OCC(=O)N(Cc2ccccc2)C(C)C)cc1C	i	6	-3	5	0	1	i	1	-5	-0.3
Cc1ccc(S(=O)(=O)Nc2ccc(OCC(=O)N3CCOCC3)cc2)c(C)c1NS(C)(=O)=O	i	-3	1	1	-1	1	i	-2	8	-0.2
O=C(Cc1ccc(O)cc1)N/N=C/c1cccnc1	i	-4	-1	-1	0	1	i	-7	-2	-0.9
O=C(COc1ccccc1[N+](=O)[O-])N/N=C/c1ccc(OC(=O)c2ccco2)cc1	i	-2	-12	-1	-3	0	i	1	-9	0.1
COc1cc2c(=O)n(Cc3ccccc3)c(=O)n(CC(=O)NCCc3ccccc3)c2cc1OC	i	-3	-10	1	0	2	i	3	-2	0.7
Cc1ccc(C)c(N2CCN(C(=O)Cc3c(C(=O)O)[nH]c4ccc(Cl)cc34)CC2)c1	i	-2	15	-1	0	-2	i	11	-7	-0.5
(continued)
SMILES	Rpn11 inh	CSN inh	NadD block	DNMT1 block	Rin1-Abl PPI inh	STEP inh	Neddyl block	SUMO1-SIM PPI	Scp-1 inhibitor	LMPTP inh
CCOC(=O)C1CCN(c2c(NCCCN(CC)c3ccccc3)c(=O)c2=O)CC1	i	3	3	-3	0	0	i	0	-4	-0.6
O=C(NCCN1CCN(c2ccccc2F)CC1)C1CC(=O)N(C2CCCC2)C1 (centres undefined)	i	3	2	1	3	-3	i	0	-9	-0.6
C/C(N)=C(/C#N)C(=O)COC(=O)c1cc(-c2ccc(Br)cc2)nc2ccccc12	i	-3&-1	5&-1	-27&-29	1&-1	12&0	i	-9&1	-1&-7	2.1&3.8
CCCCc1ccc(NC(=S)NCCN2CCOCC2)cc1	i	-6	0	-3	-7	12	i	2	-4	-3.2
S=C1SCCCN1Cc1ccc(Cl)cc1	i	3	-1	2	4	-3	i	-2	.	0.0
COCCn1c(SCC(=O)N2CCOCC2)nc2c(c1=O)SCC2	i	4	-2	0	-6	-2	i	-2	-5	-1.4
CCOc1ccccc1NC(=O)c1cc(SC)ccc1Cl	i	-11	-4	0	-1	2	i	-1	-4	3.3
CNC(=O)c1ccc(Nc2nnc(-c3ccc(O)cc3)c3ccccc23)cc1	i	2	7	-6	-3	0	i	1	-5	2.9
C=CCC[C@H](Cc1ccc(F)cc1)C(=O)OC[C@@H](Cc1c[nH]c2ccccc12)NC(=O)[C@@H](CC=C)CC(=O)NCCO	i	-1	-10	1	2	-3	i	-10	-5	2.0
O=C(NC(=S)Nc1ccc(S(=O)(=O)Nc2nccs2)cc1)c1ccc(F)cc1	i	1	6	-1	-2	-3	i	7	-7	0.0
COCCN(Cc1cc2ccc(C)c(C)c2nc1Cl)C(=O)N1CCOCC1	i	-2	3	-1	2	2	i	-5	-3	0.0
CCC(C)(C)n1nnnc1C(c1ccc(OC)c(OC)c1)N1CCN(c2ccccc2)CC1 (centres undefined)	i	5	-3	-4	3	1	i	-5	-12	-1.5

4 compounds out of the list, arranged by heavy-atom count, highest first:
SMILES	Rpn11 inh	CSN inh	NadD block	DNMT1 block	Rin1-Abl PPI inh	STEP inh	Neddyl block	SUMO1-SIM PPI	Scp-1 inhibitor	LMPTP inh
CCOC(=O)C1CCN(c2c(NCCCN(CC)c3ccccc3)c(=O)c2=O)CC1	i	3	3	-3	0	0	i	0	-4	-0.6
CNC(=O)c1ccc(Nc2nnc(-c3ccc(O)cc3)c3ccccc23)cc1	i	2	7	-6	-3	0	i	1	-5	2.9
COCCn1c(SCC(=O)N2CCOCC2)nc2c(c1=O)SCC2	i	4	-2	0	-6	-2	i	-2	-5	-1.4
CCCCc1ccc(NC(=S)NCCN2CCOCC2)cc1	i	-6	0	-3	-7	12	i	2	-4	-3.2
